# Assay outcomes deposited in PubChem BioAssay by National Center for Advancing Translational Sciences (NCATS).
# Pf Dd2 inh – blocks in vitro growth of P. falciparum Dd2. P. falciparum Dd2 growth, SYBR Green, 72 h. Potency, µM (series often up to 28.9 µM), for inactives: at the top dose activity, negative = inhibition, usual class: inhibitors. hit rate 4.3% among 120,000. AID 1347417; active = well fitted inhibition curve with a large enough effect; inconclusive = small, poorly fitted or top-dose-only effect; inactive = no such curve, though single readings can be large or run the other way;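 also: plate controls were DMSO vehicle for no effect and reference drug for full effect; nearly all actives have a fitted effect of over 65% in size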
#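 Readout: SYBR Green fluorescence, 485 nm excitation, 535 nm emission, after ~16 h lysis at 37C. Before that, Dd2-infected red cells (2.5% hematocrit) grew 72 h with compound, 29 uM top final concentration.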
# An asterisk follows results filed as active; i = inactive; u = inconclusive; [ ] = dose if it differs, or a comment. Potency is read from the fitted curve at half-maximal effect.
SMILES,Pf Dd2 inh
CN(C)C(=O)CCC(=O)N1CCN(Cc2ccccc2)CC(O)C1 (configuration not stated),10.5%
COc1ccc(OC)c(Nc2ncnc3c2cnn3-c2ccc(C)cc2)c1,i
COc1cccc(OC)c1C(=O)Nc1ccc2c(c1)N(C(C)=O)CCC2,74.1%[activator]
O=C(c1cccc(F)c1)N1CCOC[C@H](Oc2ccccc2)C1,1.0%[44.1 µM]
Cc1nc2nc(C)c(CCC(=O)NCc3ccccc3)c(C)n2n1,32.2%[activator]
O=C(C1CC(=O)N(c2n[nH]c3cccc(F)c23)C1)N1CCCC1 (configuration not stated),-2.6%
O=C(Cn1nc(Cc2cccnc2)c2ccccc2c1=O)N1CCN(c2ccccc2F)CC1,5.5%
O=C1[C@H]2CN(Cc3ccc(Cl)c(F)c3)C[C@H]2C(=O)N1CCc1ccccc1,u
CCOc1ccc(CNC(=O)CCS(=O)(=O)c2cc3c4c(c2)CCN4C(=O)CC3)cc1OC,-18.9%
COc1cccc(CC(=O)Nc2c(C(=O)N3CCN(c4ccccc4)CC3)oc3ccccc23)c1,u
CC1=C[C@@H](CN)[C@H](C(C)C)C[C@H]1Cc1nc2ccc(F)cc2[nH]1,u
Cn1nc(-c2nncn2Cc2ccccc2)c2c1CCN(C(=O)c1ccncc1)C2,-22.2%
CCCC(=O)N1CC(=O)Nc2ccc(Cl)cc2C1c1ccc(F)cc1 (configuration not stated),-3.2%
CCn1cc(-c2cc(-c3ccccc3OC)nc3c(C)noc23)cn1,u
CCN(CC)Cc1cnc2c(C(=O)NC(C)C(=O)N(C)C)cnn2c1 (configuration not stated),-7.2%
Cc1oc(C(O)c2ccccc2)nc1C(=O)Nc1ccc2[nH]ccc2c1 (configuration not stated),u
Cc1cccc(C)c1NC(=O)C(NS(=O)(=O)c1ccc2c(c1)CCC(=O)N2)c1ccccc1 (configuration not stated),96.1%[activator]
CCCCc1nn(CC(=O)NCC2Cc3ccccc3CN2C)c(=O)n1CC (configuration not stated),1.4%
COc1cccc(CC(=O)N2CCC3(CC2)NCc2ccccc2-n2ccnc23)c1,20.0%[5.79 µM]
COc1ccc(-c2cc(N3CCC(NC(=O)c4ccc(N(C)C)cc4)CC3)n[nH]2)cc1,u
O=C(C1CCC1)N1CCCC(CN2CCOCC2)CC1 (configuration not stated),-18.6%
CCc1ccc(-c2nn(CC(=O)NC3CCCC3)c3c2cnc2ccc(C)cc23)cc1,u
COCC[C@]1(O)CCN(C(=O)Nc2cccc(SC)c2)C[C@H]1C,-16.6%
O=C(NC1CCN(c2cc(-c3ccc(F)cc3)[nH]n2)C1)c1ccccc1F (configuration not stated),i
Cc1cc(C)n(CC(=O)N2CCc3nn(C)c(=O)n3CC2)n1,53.1%[activator]

# Sorted by SMILES length (falling): part of the list above.
SMILES,Pf Dd2 inh
O=C(C1CC(=O)N(c2n[nH]c3cccc(F)c23)C1)N1CCCC1 (configuration not stated),-2.6%
CCN(CC)Cc1cnc2c(C(=O)NC(C)C(=O)N(C)C)cnn2c1 (configuration not stated),-7.2%
Cc1cc(C)n(CC(=O)N2CCc3nn(C)c(=O)n3CC2)n1,53.1%[activator]
Cc1nc2nc(C)c(CCC(=O)NCc3ccccc3)c(C)n2n1,32.2%[activator]

# Other structures.
SMILES,Pf Dd2 inh
Clc1cccc(-c2noc(-c3ccc(NCC4COCCO4)nc3)n2)c1 (configuration not stated),-18.3%
Cc1nc(C(C)C)sc1C(=O)N[C@H]1C[C@H]2CN(C)CCN2C1,2.3%
O=C(c1cncs1)N1CCn2nc(C(O)Cc3ccccc3)cc2C1 (configuration not stated),7.2%
COCCC1(C(=O)O)CCCN(CCS(C)(=O)=O)C1 (configuration not stated),-12.6%
COCCNC(=O)[C@H]1C[C@H](Oc2ccccc2)CN1S(=O)(=O)c1cn(C)cn1,7.0%
C=CCN(C)c1nc(C)nc2c1CCN(C(=O)N1CCOCC1)CC2,-6.0%
COc1ccc(C(=O)N2CC(N(C3CCOCC3)S(C)(=O)=O)C2)cn1,0.2%
CSCC(=O)N[C@H]1CCN2C(=O)c3cc(-c4cccc(C)c4C)ccc3NC(=O)[C@H]12,i
CN1C[C@@H](NC(=O)Nc2ccccc2)C[C@H]1c1nc(Cc2ccccc2)no1,-6.1%[44.1 µM]
Cc1ccccc1-c1nn2c(=O)cc(CN3CCN(C(=O)/C=C/c4ccccc4)CC3)nc2s1,u
CCN(CC)[C@H]1[C@@H]2OC[C@@H](O2)[C@@H](NCc2ccccc2OC)[C@@H]1O,i
COc1ccc(CC(=O)N2Cc3ccccc3CC3(CCN(C)CC3)C2)cc1,u
COc1cc(-c2cc(OC)c3c(C)oc(C)c3c(=O)c2)ccc1OC(=O)c1cccc(Cl)c1,-9.9%
Cc1ccc(C)c2sc(NC(=O)c3ccc(S(=O)(=O)N4CCC(C)CC4)cc3)nc12,46.3%
COc1ccccc1CCNC(=O)C1CC(c2ccc(F)c(C)c2)CN(C(=O)C2CC2)C1 (configuration not stated),-0.2%
CCOC(=O)c1noc2ncn(CC(=O)Nc3ccccc3OC)c(=O)c12,61.4%[activator]
Cc1nn(CC(=O)O)c(=O)c2cc3cc(F)ccc3n12,-5.4%
Cc1ccc(N(CC(=O)Nc2cccc(F)c2)S(=O)(=O)c2cccs2)cc1,i
COc1ccc(C(=O)N2CCCCCCNC(=O)[C@@H]3CCC[C@@H]32)c(OC)n1,7.0%
COc1cc(OC)c(-c2c(-c3ccccc3)ncn2CCF)cc1OC,10µM*
CCN1CC(NC(=O)c2cccc(S(=O)(=O)N(C)CCO)c2)CC1=O (configuration not stated),-14.0%
COCCNC(=O)[C@H]1CN2CCC1C[C@@H]2Cn1cc(-c2cccc(N)c2)nn1 (some centres not stated),-8.9%[44.1 µM]
N#C/C(=C\c1cccc(F)c1)c1nc(-c2cc3ccccc3oc2=O)cs1,23.1%
CNC(=O)c1noc([C@@H]2CC(F)(F)CN2C(=O)C2CCC2)n1,45.6%[activator]
Cc1c(Cl)cccc1NC(=O)CN1C(=O)CCn2nc(-c3cccn3C)cc21,3.6%
SMILES,Pf Dd2 inh
Cc1cc(=O)oc2cc(OCC(=O)NC3CCCc4c3[nH]c3ccccc43)ccc12 (configuration not stated),u
CCCN1CCN(C(=O)C2CCc3ncc(-c4ccsc4)n3C2)CC1 (configuration not stated),-22.8%
COc1ccc(-c2cc(N3CCCC(NC(=O)c4cccc(N(C)C)c4)C3)n[nH]2)cc1 (configuration not stated),i
CCCc1cnc(C)nc1NCC1CNCCOC1 (configuration not stated),i
COc1ccc(C)cc1NC(=O)CN1C(=O)NC(c2ccccc2Cl)C2=C1COC2=O (configuration not stated),-79.9%
CCCOc1ccc(-c2nc3ccc(-c4ccc(OC)c(OC)c4OC)cc3o2)cc1,10µM*
Cc1ccc(NC(=O)c2cc3c(-c4ccccc4)nn(-c4ccccc4)c3s2)cc1,2.82µM*
CCOC(=O)C1(Cc2ccccc2)CCNCC1,5.62µM*
CCC(Oc1ccccc1)C(=O)Nc1cc(-c2ccccc2F)nn1-c1ccccc1 (configuration not stated),i
O=S(=O)(Nc1ccc2oc3c(c2c1)CCCC3)c1cc(Cl)ccc1Cl,20.2%
CCOC(=O)C1=C(CN2CCCCC2)NC(=O)NC1c1ccc(C)cc1 (configuration not stated),u
Cc1ccc(-c2nnc(Nc3ccc(Cl)cc3)c3ccccc23)cc1S(=O)(=O)N1CCOCC1,u
O=C(NC1CCN(c2cc(-c3ccc(F)cc3)[nH]n2)C1)c1cc(Cl)ccc1F (configuration not stated),i
Cc1ccc(CN2C(=O)[C@@H]3C[C@@H](O)CN3C3(CN(C4CCC4)C3)C2=O)o1,u
CN(C)C(=O)CC1=C2CCCCC2N(C)C1=O (configuration not stated),-21.3%
COc1cccc(N2CCN(C(=O)[C@H]3CCC[C@H]3NC(=O)c3ccc(OC)nc3)CC2)c1,i
CN1C(=O)[C@@H]2C[C@@H](CN2Cc2ccc3c(c2)OCO3)Oc2ccccc21,u
COCCN1C(=O)c2ccccc2C(C(=O)Nc2ccc3c(c2)OCO3)C12CCCC2 (configuration not stated),12.6µM*
Cc1cc(C)cc(NC(=O)Cn2c3ncccc3c(=O)n2-c2ccc(C)c(C)c2)c1,u
O=C(NCCN1CCCCC1)C1CCc2ncc(-c3ccsc3)n2C1 (configuration not stated),-14.8%
CCc1cccc(NC(=O)C2Cn3cccc3C(=O)N2C)c1 (configuration not stated),u
CN(C)c1cc(=O)c2ccnc(Nc3cccnc3)c2o1,-17.6%[44.1 µM]
O=C(c1ccc(Cl)nc1)N1CCC(N2CC3CCCN3C2=O)CC1 (configuration not stated),19.5%
Cc1cccc(NC(=O)Cn2c(=O)c3cccn3c3ccccc32)c1C,43.8%[activator]
N#Cc1cccc(NC(=O)N2C[C@@H]3C[C@H](C2)c2ccc(-c4ccc(OC(F)(F)F)cc4)c(=O)n2C3)c1,u
SMILES,Pf Dd2 inh
COC(=O)C1=C(C)N=C2SC=C(CC(=O)NCc3ccco3)N2C1c1cccc(OC)c1 (configuration not stated),u
COc1cccc(N2CC(C(=O)NCc3cccc(F)c3)NC2=O)c1 (configuration not stated),-16.2%[44.1 µM]
Cn1ccnc1C(O)C1CCN(C(=O)Cc2c[nH]c(=O)n(C)c2=O)CC1 (configuration not stated),20.9%
CN1CCN(C(=O)CC2CCCN(c3cnn(CC4CC4)c(=O)c3)C2)CC1 (configuration not stated),-11.4%
Cc1ccc(C(=O)NCCn2ccn3nc(-c4ccc(F)cc4)cc3c2=O)s1,u
CCc1nc2c(c(-c3ccc(Cl)cc3)n1)CCN(Cc1cc(C)on1)CC2,i
O=C(c1ccc([N+](=O)[O-])cc1)N1CCN(c2ccc(Nc3ccccc3)nn2)CC1,i
COc1cccc(Cn2c(=O)c3ccnn3c3ccc(C(=O)O)cc32)c1,i
Cc1ccncc1C(=O)N[C@@H]1CN(Cc2ccccc2)C[C@H]1CN(C)C,-10.9%
O=C1CCN(S(=O)(=O)c2ccccc2)CCCC(CO)CCN1 (configuration not stated),i
CCc1cccc(-n2c(=O)c3cccnc3n2CC(=O)NCc2ccccc2)c1,1µM*
O=C(NCc1ccccc1Cl)C1CCN(c2ncnc3c2nc2n3CCCCC2)CC1,11.2%
CCCN(CC1CCOC1)C(=O)Nc1ccccc1 (configuration not stated),19.1%[5.79 µM]
CCC1(C(=O)O)CCCN(Cc2ccccc2)C1 (configuration not stated),0.1%
COCCCNC(=O)C1CCCN(C(=O)c2cnn(-c3ccc(F)cc3)c2-n2cccc2)C1 (configuration not stated),i
O[C@H]1[C@H](NCc2ccco2)[C@H]2CO[C@H](O2)[C@@H]1N1CCC(Cc2ccccc2)CC1,u
CCCc1noc(-c2cccn3c(CNC(=O)CCc4ccccc4)nnc23)n1,-1.9%
CCOc1ccc(CCNC(=O)CCCc2nnc3n(CC)c(=O)c4sccc4n23)cc1OCC,u
CCCN(CCC)C(=O)C(Cc1ccccc1)NS(=O)(=O)c1ccc2c(c1)c(=O)n(C)c(=O)n2C (configuration not stated),-21.2%
Cc1cnc(-c2ccccc2)n1CCNC(=O)c1cn(C)cn1,-1.5%
CCn1nccc1C(=O)N1CCCC(c2nn(C)c(=O)n2C(C)C)C1 (configuration not stated),8.0%
O=[S+]1([O-])NCC2(CCCN(Cc3ccc(F)cc3)C2)Nc2ccccc21 (configuration not stated),i
O=C(NCCc1ccc(Cl)cc1)C(=O)NCC(c1ccco1)S(=O)(=O)c1ccc(Cl)cc1 (configuration not stated),i
Cc1c(Cl)cccc1Nc1sc(C(=O)c2ccccc2)c(N)c1S(=O)(=O)c1ccccc1,u
CN(C)S(=O)(=O)c1ccc2c(c1)N(CC(=O)N1CCCCC1)CCS2,-3.1%
SMILES,Pf Dd2 inh
CCOC(=O)c1[nH]c2c(c1Cc1ccccc1OC)C(=O)CC(c1ccc(OC)cc1)C2 (configuration not stated),u
Cc1nnc(N2CCN(C(=O)Nc3cc(F)ccc3F)CC2)c2nn(-c3ccc(Cl)cc3)c(C)c12,u
O=C(Nc1ccc2n(c1=O)C[C@H]1C[C@@H]2CN(C(=O)NC2CCCCC2)C1)c1ccccn1,7.2%
COc1ccc(NC(=O)c2nnn(-c3ccc(C(C)C)cc3)c2C)c(OC)c1,i
CN1C[C@@H](NC(=O)NCc2ccccc2)C[C@H]1c1nc(-c2cncnc2)no1,-10.8%[44.1 µM]
Cc1ccc(C)c(NC(=O)Cn2cc(C(=O)c3ccc(Cl)cc3)c(=O)c3ccc(C)nc32)c1,-10.2%
COc1cc(NC(=O)Cn2c(=O)ccc3cc(S(=O)(=O)N4CCCC4)ccc32)cc(OC)c1,i
COc1cccc(CNc2ccc3c(c2)ncn3C)c1OC,-21.3%

# Reprinted at random: 7 compounds from above.
SMILES,Pf Dd2 inh
CN1C[C@@H](NC(=O)NCc2ccccc2)C[C@H]1c1nc(-c2cncnc2)no1,-10.8%[44.1 µM]
Cc1nnc(N2CCN(C(=O)Nc3cc(F)ccc3F)CC2)c2nn(-c3ccc(Cl)cc3)c(C)c12,u
COc1ccc(NC(=O)c2nnn(-c3ccc(C(C)C)cc3)c2C)c(OC)c1,i
COc1cccc(CNc2ccc3c(c2)ncn3C)c1OC,-21.3%
COc1cc(NC(=O)Cn2c(=O)ccc3cc(S(=O)(=O)N4CCCC4)ccc32)cc(OC)c1,i
O=C(Nc1ccc2n(c1=O)C[C@H]1C[C@@H]2CN(C(=O)NC2CCCCC2)C1)c1ccccn1,7.2%
CCOC(=O)c1[nH]c2c(c1Cc1ccccc1OC)C(=O)CC(c1ccc(OC)cc1)C2 (configuration not stated),u

# Not all compounds are listed; the hit share may differ from the screen's.
